Source: PubChem
All columns: NCI-60 one-dose screen, growth in % after 48 h at 10 µM unless noted; 100 = growth as untreated, 0 = no growth, -100 = all killed.
MALME-3M = MALME-3M melanoma | 5.8% of 78,000 active
SK-MEL-28 = SK-MEL-28 melanoma; AID 1794761; 4.1% of 81,000 active
LOX IMVI = LOX IMVI melanoma | 7.4% of 79,000 active | AID 1794757
SK-MEL-5 = SK-MEL-5 melanoma. 6.4% of 80,000 active. AID 1794755
SK-MEL-2 = SK-MEL-2 melanoma | 4.7% of 77,000 active
MDA-MB-435 = MDA-MB-435 melanoma; 7.8% of 82,000 active
UACC-62 = UACC-62 melanoma; 5.4% of 81,000 active
UACC-257 = UACC-257 melanoma; AID 1794764; 4.4% of 78,000 active
* marks the source's active call; other numbers are inactive results; / = no result given; & = joins results of further samples; [ ] = another dose, or the depositor's remark. How the source made its calls: active means growth percent below 10; inactive means the rest.

SMILES	MALME-3M	SK-MEL-28	LOX IMVI	SK-MEL-5	SK-MEL-2	MDA-MB-435	UACC-62	UACC-257
CN(NC(=O)c1cnccn1)c1nc2cc(F)ccc2n2cccc12	72	75	46	80	87	84	48	92
CCCc1cc2c(=O)c(C(=O)OC)c[nH]c2cc1N(CC)CC	95	112	108	92	94	109	83	136
N#Cc1c(-c2ccccc2)cc(-c2ccccc2)n(CCC(=O)NO)c1=O	104	108	87	99	102	100	89	109
NC(=S)N/N=C/C=C/c1ccco1	98&104	107&111	97&104	111&95	114&112	101&106	98&101	108
Cc1ccc(C2(c3ccc(C)cc3)OC(=O)c3cc([N+](=O)[O-])c([N+](=O)[O-])cc32)cc1	109	113	80	96	83	92	76	100
COc1ccc(-c2nnc(CCC(=O)c3nc4ccccc4[nH]3)o2)cc1	108	105	98	101	101	104	91	111
O=C1c2cccc3c(-c4ccc5ncn(C6CCCCC6)c5c4)ccc(c23)C(=O)N1Cc1ccccc1	101	93	90	77	77	91	58	57
CC(C)=CCC/C(C)=C/CC/C(C)=C/CC/C(C)=C/CC1CC(=O)C=C(C)[C@H]1O (some centres not stated)	120	95	71	52	93	98	65	59
CSc1nc(Nc2cccc(NC(=O)/C(C#N)=C/c3ccc(Cl)cc3)c2)c(C#N)c(-c2cccc([N+](=O)[O-])c2)n1	108	105	91	91	103	96	87	108
CC(C)=CCC1=C(O)[C@]2(CC=C(C)C)C[C@@H](CC=C(C)C)C(C)(C)[C@](C(=O)c3ccccc3)(C1=O)C2=O	101	101	88	94	103	103	80	108
COc1ccc(Nc2nc(/N=C/c3ccc(C)cc3)n[nH]2)cc1	101	101	102	101	105	94	97	106
CC(=O)Oc1cccc(C2c3cccn3-c3ccccc3N2C(C)=O)c1O (configuration not stated)	79	102	74	94	125	78	84	90
O=C1/C(=C/c2ccc(OCCCc3ccccc3)cc2)Oc2cc(OCCN3CCCCC3)ccc21	66	86	62	74	/	66	85	97
O=C(/C=C/c1ccc(Cl)cc1)Nc1ncc(Cc2ccc(Cl)cc2)s1	110	47	22	29	60	25	12	46
CCCCCn1c(C)cc(/C=C\c2ccc3cc(C)ccc3[n+]2C)c1C	-68*	-87*	-72*	-96*	-82*	-90*	-90*	-99*
CCCCCCCC/C=C/CCCCCCCC1=NCC[N+]1(CCO)CCO	96	96	52	78	102	65	69	104
COc1cc(NC(=O)c2cncnc2Nc2ccc(OCc3cccc(F)c3)c(Cl)c2)cc(OC)c1	82	97	88	95	92	82	87	91
Cc1cc(C)c(C)c(C(=O)OCCN2CCCCC2)c1C	92	104	92	98	81	99	/	92
COc1ccc(C2Nc3n[nH]c(N)c3-c3nc4ccccc4n32)cc1OC (configuration not stated)	105	116	100	99	99	106	95	95
COc1cc(CNC(=O)/C=C/C=C/c2ccc3c(c2)OCO3)ccc1OCc1cn(-c2ccccc2)nn1	74	76	91	81	104	90	74	84
O=C(/C=C/c1ccccc1Cl)c1cccc(OCCCOc2cccc(C(=O)/C=C/c3ccccc3Cl)c2)c1	109	112	98	103	112	103	93	106
COc1cc(/C=C/C(=O)NCC(=O)NN)cc(OC)c1OC	96	99	95	104	95	99	100	100
CCOC(=O)c1c(-c2ccc(OC)cc2)c(C#N)c2c(C#N)c(N)nn2c1N	31	45	28	19	3.6*	-38*	13	50
CC1(C)c2ccccc2C(=O)c2ccccc21	/	117	85	100	103	107	91	79
COc1ccc(/C=C(/c2ccccc2)[N+](=O)[O-])c(OC)c1	-27*	-25*	-83*	-25*	-6.4*	-22*	-54*	10
COc1cc(/C=C2\CCC/C(=C\c3cc(CN4CCCCC4)c(O)c(OC)c3)C2=O)cc(CN2CCCCC2)c1O	90	94	67	93	101	77	92	95
COc1ccc(NC(=O)N=Nc2c(O)[nH]c3ccccc23)cc1	86	91	97	98	97	107	80	95
CC/C(=C(/c1ccc(O)cc1)c1ccc(OCCCN(C)C)cc1)c1ccc(Cl)cc1	100	112	98	103	103	105	112	100
Cc1ccc(C)c(NC(c2ccc(OC(F)F)c(OCC3CC3)c2)c2nnnn2C2CCCCC2)c1 (configuration not stated)	110	115	96	101	97	102	76	106
CCOc1ccc(-c2ccccc2)cc1	107	105	95	115	/	114	109	105
Cc1nn(-c2ccc([N+](=O)[O-])cc2)c2ncnc(N/N=C/c3ccccc3O)c12	2.1*	22	6.3*	-42*	32	27	-11*	13
CCOc1ccc(CN(C2CCS(=O)(=O)C2)S(=O)(=O)c2ncsc2-c2ccccc2)cc1 (configuration not stated)	109	104	99	93	/	101	92	101
COc1ccccc1CN1CCCOP1(=O)Nc1ccccc1C (configuration not stated)	93	107	91	101	105	102	85	103
CN(C)CCCOc1ccc(OCCCN(C)C)c2c1C(=O)c1ccccc1C2=O	-43*	-4.7*	-13*	11	-53*	3.1*	-46*	5.2*
CN1[C@@H]2CC[C@H]1/C(=C\c1ccccc1)C1=C2[C@@H](c2ccccc2)C(C#N)=C(N)O1	89	104	98	74	/	98	74	55
COc1cc(/C=C/C(=O)c2ccccc2)ccc1Oc1nc(NCCO)nc(N2CCOCC2)n1	94	107	/	99	103	93	93	95
CCn1c(SCC(=O)c2ccc(Cl)cc2)nnc1-c1ccncc1	107	105	102	101	104	101	99	103
Cn1c(N)c(N=Cc2ccccc2)c(=O)n(C)c1=O	/	110	104	108	97	114	115	108
O=S(=O)(NC1c2ccccc2CC1O)c1ccc(Cl)cc1 (configuration not stated)	100	104	93	102	108	102	94	113
CCC(O)CN(C)Cc1cc2c(c3ccccc13)CCCC2 (configuration not stated)	81	96	79	70	117	83	89	88
O=C(c1ccccc1)c1ccc[n+](Cc2c(Cl)cccc2Cl)c1	96	108	96	96	94	96	103	93
COc1ccc2nc(NC(=O)CSC(=S)N3CCN(Cc4ccccc4)CC3)sc2c1	106	111	96	99	/	95	/	92
c1cncc(-c2ccnc3ccnn23)c1	96	110	101	101	/	105	111	97
O=C1/C(=C/c2cccc(O)c2)COc2ccc(O)cc21	79	102	-57*	87	108	60	82	93
CCN(CC)C(=S)Sc1nc2ccccc2s1	88	118	88	93	104	97	82	105
Nc1ccn(C2CC=C(CO)O2)c(=O)n1 (configuration not stated)	92	117	99	89	98	106	92	100
O=C(O)COc1ccc2ccccc2c1	105	101	95	100	114	109	101	100
COC1=CC(=NCCC(=O)O)C[C@@H](C)[C@]12Oc1c(Cl)c(OC)cc(OC)c1C2=O	/	106	/	99	99	107	95	/
O=c1cc(OCCSC(=S)N2CCOCC2)c2ccccc2o1	88	106	96	88	95	99	88	95
FC(F)(F)c1ccc(-c2cnc(-c3ncon3)nc2NC2CCCCCC2)cc1	34	64	77	38	88	72	44	49
COc1cc(NC(=O)Nc2cnc(Cl)nc2Oc2cccc(C(F)(F)F)c2)cc(OC)c1	100	114	99	99	88	103	101	86
COc1ccc(N2N=C(c3ccc4c(c3)OCCO4)CC2c2cccc(NC(=O)CCCNS(=O)(=O)c3ccc(Cl)cc3)c2)cc1 (configuration not stated)	91	95	86	79	91	80	73	104
COc1cc(-c2noc(CSc3nc4ccccc4s3)n2)cc(OC)c1OC	90	102	94	95	99	100	69	103
Cn1ccnc1C(=O)/C=C/c1ccc(C(=O)Nc2nccs2)cc1	103	111	67	/	100	98	88	100
COc1ccc(OC)c([N+](=O)[O-])c1C(=O)CNC(C)=O	112	114	103	101	109	103	96	105
COc1ccc(/C=C/C(c2cc(OC)c(OC)c(OC)c2)n2cncn2)cc1 (configuration not stated)	61	63	50	33	13	-9.6*	34	46
c1cc2c3c(cccc3c1)-c1nc3ccccc3nc1-2	139	120	68	58	117	105	81	97
CCCNNC(=O)/C=C/c1ccc(CNCCc2c(C)[nH]c3ccccc23)cc1	20[2.5 µM]	10[2.5 µM]	0.9*[2.5 µM]	-13*[2.5 µM]	14[2.5 µM]	14[2.5 µM]	-46*[2.5 µM]	-9.6*[2.5 µM]
COc1ccc(/C=N/NC2=NC3C(S2)N(C)C(=O)N3C)cc1 (configuration not stated)	39	53	33	31	30	-56*	38	80
CCOC(=O)C1=C(C)N=C2Sc3cc(Cl)ccc3N2C1c1cn(-c2ccccc2)nc1-c1ccc(F)cc1 (configuration not stated)	120	108	75	92	72	101	74	82

Continued.
SMILES	MALME-3M	SK-MEL-28	LOX IMVI	SK-MEL-5	SK-MEL-2	MDA-MB-435	UACC-62	UACC-257
CC(=O)c1ccc(NC(=O)CSc2nnc(-c3ccc(-c4nc5ccc(Cl)cc5[nH]4)cc3)o2)cc1	78	111	78	76	112	85	92	107
CC(=O)c1cc(C(=O)N2c3ccccc3Sc3ccccc32)c2c(C)cccn12	93	102	89	102	/	96	95	112
Nc1ccc(S(=O)(=O)Nc2ccnn2-c2ccccc2)cc1	103	119	93	105	115	97	107	103
O[C@H]1[C@H](c2c[nH]c3ccccc23)c2c([nH]c3ccccc23)[C@@H](c2c[nH]c3ccccc23)[C@@H]1O	93	108	87	97	86	106	84	101
O=c1oc2cc(N3CCOCC3)ccc2cc1-c1nc2ccccc2[nH]1	95	100	91	103	107	102	100	107
C[C@]12CCc3nc(-c4cccc(Oc5cccc(C(F)(F)F)n5)c4)sc3C1=CC[C@@H]1[C@@H]2CC[C@]2(C)/C(=N\NC(=O)c3ccncc3)CC[C@@H]12	101	108	97	94	98	100	88	93
Cn1c(=O)[nH]c(=O)c2nc(/C=C(\Nc3ccccc3)c3ccccc3)c(=O)[nH]c21	111	105	99	98	101	103	104	109
COc1cc(-c2nn(-c3cccc(NC(=O)c4ccc(Br)c(C)c4)c3)cc2-c2ccncc2)ccc1Cl	53	80	75	71	58	35	80	80
CC(=O)/C=C/c1ccco1	108&93	109&109	102&91	97&103	104&107	96&110	96&104	109&104
N#C/C(=C\c1cccc(Cl)c1)C(=O)c1ccccc1	89	116	95	106	99	104	96	96
O=c1oc2ccccc2cc1-c1cnc2ccc(Cl)cc2n1	77	106	91	94	86	97	95	94
O=C(NC(=S)N1CCN(c2ncnc3c2cnn3-c2ccccc2)CC1)c1ccccc1	94	110	89	97	104	102	89	108
COC(=O)/C=C/c1ccncc1	101	102	95	96	107	91	103	94
CCN(CC)C(=S)SCCC(N)=O	90	114	96	104	105	113	106	99
CN1CCc2c(sc3ncnc(N/N=C/c4ccc(Cl)cc4Cl)c23)C1	-62*	-33*	/	-89*	9.0*	-24*	-80*	-12*
Cc1nn2c(-c3nc4cc(Cl)c(Cl)cc4[nH]3)c(-c3ccc(F)cc3)nc2s1	/	23	19	32	58	27	16	-21*
CCCN1[C@@H]2CC[C@H]1/C(=C\c1cc(OC)ccc1OC)C1=C2[C@@H](c2cc(OC)ccc2OC)C(C#N)=C(N)O1	87	79	94	61	/	79	75	67
Cn1cc(/C=C/C(=O)/C=C(O)/C=C/c2cn(C)c3ccccc23)c2ccccc21	93	104	88	93	109	59	84	91
CCOC(=O)c1ccccc1C(C(=O)NC1CCCCC1)N(C)Cc1ccccc1 (configuration not stated)	66	97	63	93	92	75	51	85
COc1ccc(-c2cc(-c3ccc(NC(=O)CSc4nc5ccccc5c(=O)n4-c4ccccc4)cc3)nc(N)c2C#N)cc1	98	108	100	96	107	97	89	102
CC12CC[C@@H]3[C@]4(C)COC(c5cn[nH]c5-c5ccccc5)O[C@@H]4CC[C@@]3(C)[C@@H]1CC(C1=CCOC1=O)O2 (some centres not stated)	92	112	/	76	119	99	84	95
Cc1ccc2nc3sc(C(=O)Nc4ccc(C(=O)/C=C/c5ccc(Cl)cc5)cc4)cc3cc2c1	88	106	101	103	96	108	98	104
CCc1c(C)c2ccc(O)c(-c3cc(-c4ccccc4)c(C#N)c(N)n3)c2oc1=O	110	104	82	71	99	93	87	115
O=C(O)/C=C/c1ccncc1	92	107	94	100	106	114	104	100
C=Cn1c(C(=O)c2c[nH]c3ccccc23)n[nH]c1=S	101	116	96	87	86	106	97	94
CN1CCN(c2nc(-c3ccccc3)cc(=O)n2C)CC1	105	105	94	100	110	109	92	96

At a glance, some entries already given:
SMILES	MALME-3M	SK-MEL-28	LOX IMVI	SK-MEL-5	SK-MEL-2	MDA-MB-435	UACC-62	UACC-257
CCN(CC)C(=S)SCCC(N)=O	90	114	96	104	105	113	106	99
CN1CCc2c(sc3ncnc(N/N=C/c4ccc(Cl)cc4Cl)c23)C1	-62*	-33*	/	-89*	9.0*	-24*	-80*	-12*
Cc1nn2c(-c3nc4cc(Cl)c(Cl)cc4[nH]3)c(-c3ccc(F)cc3)nc2s1	/	23	19	32	58	27	16	-21*
CCCN1[C@@H]2CC[C@H]1/C(=C\c1cc(OC)ccc1OC)C1=C2[C@@H](c2cc(OC)ccc2OC)C(C#N)=C(N)O1	87	79	94	61	/	79	75	67
Cn1cc(/C=C/C(=O)/C=C(O)/C=C/c2cn(C)c3ccccc23)c2ccccc21	93	104	88	93	109	59	84	91
CCOC(=O)c1ccccc1C(C(=O)NC1CCCCC1)N(C)Cc1ccccc1 (configuration not stated)	66	97	63	93	92	75	51	85
COc1ccc(-c2cc(-c3ccc(NC(=O)CSc4nc5ccccc5c(=O)n4-c4ccccc4)cc3)nc(N)c2C#N)cc1	98	108	100	96	107	97	89	102
CC12CC[C@@H]3[C@]4(C)COC(c5cn[nH]c5-c5ccccc5)O[C@@H]4CC[C@@]3(C)[C@@H]1CC(C1=CCOC1=O)O2 (some centres not stated)	92	112	/	76	119	99	84	95
Cc1ccc2nc3sc(C(=O)Nc4ccc(C(=O)/C=C/c5ccc(Cl)cc5)cc4)cc3cc2c1	88	106	101	103	96	108	98	104
CCc1c(C)c2ccc(O)c(-c3cc(-c4ccccc4)c(C#N)c(N)n3)c2oc1=O	110	104	82	71	99	93	87	115
O=C(O)/C=C/c1ccncc1	92	107	94	100	106	114	104	100
C=Cn1c(C(=O)c2c[nH]c3ccccc23)n[nH]c1=S	101	116	96	87	86	106	97	94
CN1CCN(c2nc(-c3ccccc3)cc(=O)n2C)CC1	105	105	94	100	110	109	92	96

Single values from the entries so far.
CCc1c(C)c2ccc(O)c(-c3cc(-c4ccccc4)c(C#N)c(N)n3)c2oc1=O | UACC-257: 115
O=C(O)/C=C/c1ccncc1 | SK-MEL-5: 100
